Screens as filed in PubChem BioAssay.
NS5 inhibitors – flavivirus cap methylation enzyme inhibition – biochemical, confirmation dose response, primary screen (AID 588689); Dengue-2 NS5 methyltransferase capping enzyme assay, biochemical; higher % means a stronger effect; inhibition, % at 25 µM; hits with a dose series show IC50 in µM; actives 0.3% (n = 340,000); in the data active = a potency from the dose series; inconclusive = inhibition above about 29% without an active follow-up result
GPR35 arrestin U2OS – inhibition of zaprinast-stimulated GPR35 beta-arrestin translocation – imaging, U2OS, beta-arrestin-GFP, zaprinast agonist, primary screen (AID 2058); inhibition, % at 10 µM, or IC50 in µM where a hit was titrated; U2OS GPR35 beta-arrestin-GFP translocation imaging, zaprinast antagonism; higher % means a stronger effect; actives 0.052% (n = 290,000);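 active = inhibition of at least 50% with at least 30 cells and total cytoplasm GFP at most 10,000,000; inconclusive = under 30 cells or total GFP of 10,000,000 plus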
GPR55 antagonists – GPR55 antagonists blocking LPI-driven arrestin recruitment, primary screen, imaging, U2OS, beta-arrestin-GFP, LPI agonist (AID 2013); U2OS GPR55 beta-arrestin-GFP translocation imaging, LPI antagonism; higher % means a stronger effect; one-dose inhibition, % at 10 µM; IC50 in µM for titrated hits; actives 0.13% (n = 290,000);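 active = spots per cell inhibited over 60%, with over 100 cells counted and total cytoplasm intensity under 500,000; inconclusive = wells with under 100 cells, flagged as likely toxic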;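 note: U2OS cells stably carrying GPR55 and arrestin-GFP stimulated by 5 µM LPI near EC80; imaged beta-arrestin-GFP aggregate spots per cell after agonist stimulation; plate controls were LPI-stimulated DMSO wells for no effect and DMSO wells without LPI for full effect; some results filed as inactive read as strong as hits; confirmed hits need IC50 under 10 µM and bright autofluorescent wells are also inconclusive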
AID2073 – inhibitors of Mint1-CaV2.2 protein interaction, biochemical, HTRF (AID 2073) | inhibition, % at 20 µM; hits with a dose series show IC50 in µM | HTRF protein-protein interaction, Mint1-CaV2.2; higher % means a stronger effect | actives 0.19% (n = 290,000); in the data active = inhibition mostly above about 51%, no sharp cut-off; inconclusive = no clear call, values can overlap the other calls; inactive = mostly below about 53%; note: some results filed as inactive read as strong as hits
Large T inhibition – SV40 large T antigen inhibitors, biochemical (AID 1903) | SV40 large T antigen ATPase/helicase inhibition assay; higher % means a stronger effect | actives 0.39% (n = 310,000) | inhibition, % at 20 µM; hits with a dose series show IC50 in µM; in the data active = a potency from the dose series; inconclusive = inhibition mostly from about 32% at the one dose, without a potency; inactive = the rest, 99 in 100 with inhibition below about 32%; note: strong numbers were not always called active
Rac1 GTP hydrolysis – MgcRacGAP GTPase-activating activity inhibitors, confirmation, biochemical, ADP Hunter fluorescence; MgcRacGAP-stimulated Rac1 GTP hydrolysis, ADP Hunter fluorescence; higher % means a stronger effect; GST-tagged Rac1 F28L mutant substrate; inhibition, % at 30 µM, or IC50 in µM where a hit was titrated; actives 0.6% (n = 340,000); AID 624330;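 active = first-screen hits whose inhibition reached a set limit at any dose in the follow-up dose series; inconclusive = inhibition above the set first-screen limit but never retested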;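 note: fluorescence reports GDP produced by GAP-driven GTP hydrolysis; strong numbers were not always called active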
Yfh1-depleted yeast – enhancers of respiration in Yfh1-depleted yeast, dose response, Friedreich's ataxia, plus single-dose screen (AID 1465); S. cerevisiae Yfh1-off respiration, WST-1 reduction, 72 h; higher fold induction means a stronger effect; fold induction at 50 µM; hits with a dose series show EC50 in µM; actives 0.074% (n = 220,000);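 active = fold induction of absorbance versus untreated yeast above a set limit, then at least 30% activation at any dose in follow-up; inconclusive = repeats straddling the limit, or above it without dose testing; inactive = fold induction below the set limit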;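 note: activators that raise dye reduction in frataxin-depleted yeast; strong numbers were not always called active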
NTR1 agonist – NTR1-driven beta-arrestin-GFP spot formation – imaging, U2OS cells, high content, primary screen (AID 493036). actives 0.17% (n = 330,000). activation, % at 20 µM. agonist mode. P30989;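 active = activation at or above 40% of the spot to cytoplasm intensity ratio, with at least 20 cells analyzed; inconclusive = wells under 20 cells, flagged as cytotoxic or low count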;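 note: 0% = DMSO without peptide and 100% = 100 nM NTR1 peptide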
Target sequence (P30989 whole entry, looked up): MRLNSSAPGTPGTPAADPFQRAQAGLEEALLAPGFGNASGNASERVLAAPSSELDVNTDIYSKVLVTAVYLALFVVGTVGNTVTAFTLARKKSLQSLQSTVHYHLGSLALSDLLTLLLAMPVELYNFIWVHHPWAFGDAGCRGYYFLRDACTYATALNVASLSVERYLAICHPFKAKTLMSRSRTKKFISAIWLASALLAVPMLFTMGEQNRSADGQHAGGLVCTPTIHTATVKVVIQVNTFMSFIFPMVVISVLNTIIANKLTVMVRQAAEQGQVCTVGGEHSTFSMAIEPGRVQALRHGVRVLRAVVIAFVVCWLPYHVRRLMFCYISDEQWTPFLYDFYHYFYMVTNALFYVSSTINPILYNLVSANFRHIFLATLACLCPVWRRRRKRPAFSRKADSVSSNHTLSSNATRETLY
GPR55 activation – selective activators of receptor GPR55 – imaging, U2OS cells, beta-arrestin-GFP redistribution, primary screen (AID 1961); U2OS GPR55 beta-arrestin-GFP redistribution imaging; higher % means a stronger effect; activation, % at 10 µM, or EC50 in µM where a hit was titrated; actives 0.048% (n = 290,000);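 active = activation above 40% with more than 50 cells counted in the well; inconclusive = wells holding fewer than 50 cells, flagged as toxic or sparse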;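 note: U2OS osteosarcoma cells stably expressing GPR55 and beta-arrestin-GFP; plate controls were DMSO negative control for no effect and LPI positive control for full effect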
NTR1 agonist cell count 20 µM – second read-out of NTR1 agonist, no call of its own (marks repeat the call); cell count; measured here: cell count, cytotoxicity flag
NS5 inhibitors pilot replicate – also measured in NS5 inhibitors; calls as there; inhibition, %; measured here: pilot screen replicate inhibition
* marks the source's active call; other numbers are inactive results; i = inactive; ? = inconclusive; nt = no result given; & = joins results of further samples.

SMILES	NS5 inhibitors	GPR35 arrestin U2OS	GPR55 antagonists	AID2073	Large T inhibition	Rac1 GTP hydrolysis	Yfh1-depleted yeast	NTR1 agonist	NTR1 agonist cell count 20 µM	GPR55 activation	others
O=C(NC1CC1)c1ccc(CS(=O)c2ccccc2)o1 (stereo not drawn)	-0.7%	-4.8%	27.6%	13.9%	nt	-5.2%	nt	-4.7	43	-0.3%
CC(C)NC(=O)NC(=O)COC(=O)/C=C/c1ccccc1[N+](=O)[O-]	-2.1%	3.2%	12.1%	-8.5%	18.8%	-1.3%	i	0.2	38	0.3%
CN(C)S(=O)(=O)c1cccc(NC(=O)C2Cc3ccccc3CN2C(=O)c2ccco2)c1 (stereo not drawn)	-28.5%	2.1%	-1.3%	21.2%	7.1%	7.1%	nt	-1.7	37	0.5%
O=C(CCNC(=O)c1ccc([N+](=O)[O-])cc1)NCCc1ccc(Cl)cc1	-8.3%	5.7%	11.4%	28.0%	-0.2%	7.9%	nt	-0.1	49	0.2%
COc1ccc(CNC(=O)/C=C/c2cc3c(cc2Br)OCO3)cc1	-8.3%	6.2%	1.9%	9.7%	0.3%	5.1%	i	0.9	39	-0.2%
O=c1c2cc(N3CCOCC3)ccc2[nH]c(=S)n1CCCN1CCN(c2ccccc2F)CC1	nt	-16.9%	-3.3%	1.0%	4.0%	nt	i	12.0	66	0.0%
CN(c1ccccc1C(=O)Nc1cccc(Br)c1)S(=O)(=O)c1ccccc1	-2.3%	-5.8%	-4.0%	4.5%	5.9%	6.2%	nt	1.8	73	0.2%
COc1cc(/C=N/NC(=O)CCn2cnc(-c3ccccc3)c2-c2ccccc2)ccc1O	-3.7%	1.0%	1.9%	20.1%	25.2%	?	i	4.1	85	-0.2%
COc1ccc(/C=N/NC(=O)CCC(=O)Nc2ccc(Br)cc2)c(OC)c1	-2.0%	-15.0%	0.9%	2.4%	10.2%	14.4%	nt	1.2	36	0.0%
COC(=O)C1CCN(C(=O)/C(C)=C\c2ccccc2)CC1	nt	-7.3%	6.5%	-7.4%	9.1%	13.9%	nt	2.2	54	1.1%
COc1ccc(COCC(O)CN2CCCCC2)cc1OC (stereo not drawn)	-10.7%	2.6%	9.1%	2.1%	-4.6%	-2.1%	nt	0.5	56	-0.2%
CCCS(=O)(=O)NCCc1cc2cc(C)c(C)cc2[nH]c1=O	0.7%	-9.1%	10.5%	6.5%	-0.5%	6.0%	i	-0.3	43	0.5%
c1cncc(-c2nnc(-c3cccnc3)nn2)c1	2.4%	0.1%	5.7%	24.7%	6.4%	12.3%	nt	-1.1	90	0.3%
O=c1[nH]c(=S)[nH]c2sccc12	-0.7%	-4.3%	-11.6%	-12.2%	10.9%	-2.1%	i	-0.3	54	-1.1%
COc1cccc(NC(=O)C2CC2)c1	-10.0%	nt	nt	nt	12.6%	5.6%	nt	-0.6	78	nt
CCC(NC(=O)c1cc(COc2ccc(F)c(F)c2)on1)c1ccncc1 (stereo not drawn)	-5.4%	-1.7%	-13.9%	-6.3%	nt	5.4%	nt	0.4	56	0.2%
c1ccc(Oc2cc(-c3ccccc3)nc(-c3ccccc3)n2)cc1	-5.1%	3.6%	4.1%	-2.2%	19.6%	8.6%	i	9.4	67	-0.3%
O=C(CSc1nc2ccccc2c(=O)n1NC(=O)c1ccccc1)c1ccccc1	-6.8%	-5.2%	8.8%	-1.1%	12.0%	2.8%	i	0.9	94	-0.1%
CC1(C)CC(c2nc(-c3ccc(Cl)cc3)cs2)CCS1 (stereo not drawn)	-8.3%	-7.8%	9.4%	-0.7%	8.8%	6.0%	i	2.7	51	-0.1%
CC(C)(C)C(=O)N1CCN(c2nc3ccc(Br)cc3s2)CC1	-2.3%	2.5%	4.2%	7.9%	11.7%	8.3%	nt	2.4	70	0.2%
CCC(=O)Nc1c(C)c(CC)nc2ccccc12	-2.7%	8.4%	10.3%	1.2%	6.5%	4.8%	i	1.5	60	-0.3%
CCO/N=C(\C)c1c(O)c(CC)c(-c2ccccc2)n(-c2ccccc2)c1=O	-1.2%	-3.3%	-9.6%	1.4%	10.8%	1.5%	i	1.6	50	-0.3%
O=C1CN(C(=O)NCCC(=O)NC2CCCCC2)c2ccccc2N1	-6.4%	9.7%	-15.9%	5.4%	3.9%	-43.0%	nt	0.6	41	0.4%
COc1ccc(-c2csc(NC(=O)C3CCCCN3S(=O)(=O)c3ccccc3)n2)cc1 (stereo not drawn)	-3.4%	-5.3%	15.9%	2.2%	-1.0%	-0.5%	i	2.7	41	-0.1%
Cc1ccccc1CSc1nnc(NC(=O)Cc2cccs2)s1	-6.7%	-5.9%	1.6%	5.6%	24.9%	8.4%	i	9.0	64	-0.3%
Cc1ccc(-c2nc(CN(C)Cc3ccc4nccnc4c3)c(C)o2)s1	0.8%	19.6%	0.9%	-1.3%	7.2%	-4.9%	i	0.2	27	0.0%
CC1=CC(C)(C)NC(=S)N1c1ccc2ccccc2c1	0.0%&0.0%	0.3%	3.2%	-5.8%	10.6%	0.7%&4.3%	i	-0.3	57	-0.2%
C#CCOCCOCCOCCNc1nc(N2CCN(C(=O)Cn3cc(CCO)nn3)CC2)nc(N2CCN(C(=O)[C@H](C(C)C)n3cc(CCO)nn3)CC2)n1	-11.2%	5.8%	1.5%	-1.2%	6.9%	2.6%	i	-0.1	49	0.1%
CCOC(=O)C1CCN(c2c(NCCCN3CCCCC3)c(=O)c2=O)CC1	-1.5%	-1.7%	0.4%	1.6%	18.5%	3.4%	i	-0.6	61	-0.3%
Cc1ccc(Sc2oc(/C=N/n3cnnc3)cc2Br)cc1	-0.7%	0.6%	-0.6%	9.2%	10.0%	2.2%	i	-0.1	54	-0.2%
CC(=O)Cn1cnc2c(sc3nc(C)cc(C)c32)c1=O	-5.5%	5.6%	-6.3%	-5.8%	12.4%	0.9%	i	0.3	68	-0.2%
CCOC(=O)C1CCN(C(=O)CN(c2cc(OC)ccc2OC)S(=O)(=O)c2ccccc2)CC1	3.8%	-8.7%	14.1%	0.9%	19.4%	13.9%	i	0.4	48	-0.2%
CCCc1noc2c1C(c1ccoc1)C(C#N)=C(N)N2 (stereo not drawn)	-2.2%	-9.1%	-22.1%	1.4%	18.3%	0.8%	i	8.6	36	0.3%
O=C(NN=C1c2ccccc2-c2ccccc21)c1ccccc1Br	0.0%	-4.3%	6.0%	4.8%	8.3%	0.2%	i	4.6	56	-0.2%
O=C(c1cnccn1)N(Cc1ccco1)C1(C(=O)NC2CCCCC2)CCCCC1	-3.9%	-0.6%	0.0%	7.6%	6.7%	3.0%	i	-1.5	90	0.0%
COCCn1c(=O)[nH]c(=O)c2cc(C(=O)c3cc(Cl)ccc3O)cnc21	-8.3%	4.2%	12.0%	23.2%	2.4%	3.4%	i	2.8	58	-0.4%
CC(C)(C)c1ccc(C(=O)N2CCN(C(=O)C3CCCCC3)CC2)cc1	-8.4%	0.4%	16.2%	10.4%	26.8%	7.4%	nt	0.5	62	-0.2%
CCOC(=O)c1sc(NC(=O)CCN2CCN(C)CC2)c(C(=O)OCC)c1C	-6.0%	5.9%	2.9%	-9.9%	16.2%	9.0%	i	-0.4	62	-0.1%
Clc1ccccc1Cn1nc(-c2ccccc2)nc1-c1ccccc1	-7.4%	-20.2%	7.5%	6.0%	1.2%	11.9%	i	3.7	53	-0.3%
COc1ccc(OC)c(-n2c(N)c(C(=O)NCC3CCCO3)c3nc4ccccc4nc32)c1 (stereo not drawn)	3.4%	6.9%	8.6%	9.6%	-0.1%	-0.9%	i	nt	nt	-0.1%
CCCn1nc(NC(=O)c2ccco2)c2cc3ccc(C)cc3nc21	3.4%	4.8%	-8.5%	11.8%	nt	11.8%	i	3.2	31	-0.2%
Cc1cc(-n2c(C)cc(C(=O)CSc3ncnc4ccccc34)c2C)no1	-3.2%	5.0%	22.2%	-24.8%	4.1%	5.7%	i	4.4	91	1.3%
COC(=O)c1cc(S(=O)(=O)NCCc2ccc(C)cc2)c[nH]1	-0.7%	-8.1%	3.0%	2.4%	nt	2.2%	nt	-2.2	33	-0.1%
CCOc1ccccc1N1CCN(C(=S)NCc2ccc(Cl)cc2)CC1	3.1%	2.1%	3.2%	8.5%	6.7%	6.0%	i	4.2	43	-0.1%
CCN1CCN(c2c(/C=C3\SC(=S)N(Cc4ccco4)C3=O)c(C)c(C#N)c(=O)n2C)CC1	?	-5.3%	-14.2%	1.0%	33.4%	8.7%	i	-0.9	52	-0.3%
O=[N+]([O-])c1ccc2nc(-[n+]3c(-c4ccccc4)cc(-c4ccccc4)cc3-c3ccccc3)[nH]c2c1	2.5%	-6.7%	5.8%	14.1%	7.8%	8.8%	i	6.8	67	0.4%
Nc1cccc(NC(=O)CN2CCOCC2)c1	-1.3%	-1.6%	-30.9%	-5.4%	8.7%	3.9%	nt	-0.7	59	-0.1%	NS5 inhibitors pilot replicate=-5.2
COc1cccc(CNC(=O)CCc2nc3cc(S(=O)(=O)N4CCOCC4)ccc3n2C)c1	-7.3%	nt	nt	nt	15.7%	3.6%	nt	0.6	44	nt
COc1ccc2[nH]c(=O)c(COC(=O)c3ccco3)cc2c1	12.9%	-5.4%	-0.6%	23.1%	37.4%	12.4%	nt	-0.6	50	0.1%
CCn1c(CC(=O)Nc2ccc(C)c(Cl)c2)nnc1SCCOc1ccc(OC)cc1	-4.8%	5.7%	-0.7%	8.3%	16.6%	0.1%	i	-1.5	57	0.4%
COc1ccc(CCNC(=O)CN(c2ccccc2)S(C)(=O)=O)cc1	5.2%	28.2%	-8.4%	10.4%	3.0%	11.7%	i	-0.5	58	0.2%
CCOc1ccc(NC(=O)c2ccccc2O)cc1	-5.5%	-7.0%	1.8%	8.6%	-4.5%	8.2%	i	1.7	31	0.4%
C=CCn1c(SCC(=O)c2cccs2)nc2sc(C)c(C)c2c1=O	-7.4%	-2.1%	1.0%	-1.1%	8.2%	-1.2%	i	4.8	65	-0.1%
Cc1nn(C)c(NC(=O)c2ccc(Cl)cc2Cl)c1Br	-12.9%	-11.6%	36.8%	-4.7%	12.1%	2.1%	nt	-1.9	92	0.5%
